Bioassay records (PubChem)
CDK5 p35 inh: inhibitors of human CDK5/p35 kinase, primary screen, biochemical, single concentration; inhibition, % at 10 µM; Recombinant CDK5/p35, ADP-Glo luminescence, 60 min; hit rate 0.01% among 330,000;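 active means highest replicate inhibition of at least 50% and at least 75% of replicates reaching 50%; inconclusive means only one of the two criteria met; inactive means both criteria failed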;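 further: plate controls were DMSO neutral control for no effect and GW8510 at 10 µM for full effect; many of its hits are not listed in these tables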
cardiac RTF act: cardiac RTF calcium sensitivity activators, primary screen, biochemical, IANBD-TnC fluorescence, EC20 calcium. IANBD-labeled TnC RTF fluorescence at EC20 calcium; 0% EC20 calcium, 100% full calcium. activation, % at 7.2 µM. Troponin I, cardiac muscle (Homo sapiens) + Troponin T, cardiac muscle (Homo sapiens) + …. hit rate 0.24% among 340,000;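 active means activation above the mean over all tested compounds plus 3 SD, cut at about 30% in these data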;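 further: rise in fluorescence read as greater calcium sensitivity of cardiac thin filaments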
SR-BI uptake up: activators of SR-BI mediated DiI-HDL uptake, primary screen, ldlA[mSR-BI] CHO cells, DiI fluorescence; activation, % at 12.5 µM; hit rate 0.096% among 320,000; AID 504775, 2011; 3 h; 100 = double the neutral-control signal;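 active means mean replicate activation of at least 60% and every replicate at or above 60%; inconclusive means mean or all-replicate condition met, but not both; inactive means mean below 60% and not all replicates reaching 60%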;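 further: 0% = median plate neutral-control signal and 100% = twice that signal; values of inactives mirror those of a sister screen read the other way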
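Assay system: LDL receptor-deficient CHO ldlA cells overexpressing murine SR-BI / Medium: BSA-supplemented, HEPES-buffered Ham's F12, pH 7.4 / Probe or stimulus: DiI-labelled HDL at 10 µg/mL final / Timing: compound with DiI-HDL co-incubation, 3 h at 37 °C / Technique: bottom-read cell fluorescence after medium removal, ex 550/em 595 nm / Measure: HDL uptake via cellular fluorescence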
HTR5A ag ctr: HTR5A agonists in luminescence cell assay, primary screen, counter-screen for OPRM1-OPRD1 heterodimer agonist project, full-deck HTS; 5-hydroxytryptamine receptor 5A (Homo sapiens), P47898; cell-based; activation, % at 9.3 µM; hit rate 0.61% among 340,000; AID 504692, 2011; in the data active means activation mostly above about 9.5%, no sharp cut-off; inactive means mostly below about 7.6%;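 further: 0% = cells with vehicle only and 100% = reference agonist; strong numbers were not always called active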
PvdQ inh: P. aeruginosa PvdQ acylase inhibitors, primary screen, biochemical, fluorescence, plate reader and imaging, single point; PvdQ acylase [Pseudomonas aeruginosa LESB58]; purified PvdQ acylase; inhibition, % at 10 µM; hit rate 0.063% among 340,000; AID 488965, 2010; in the data active means inhibition above about 30%, passing the limit was not always enough; inconclusive means no clear call, values can overlap the other calls;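 further: 0% = vehicle neutral wells and 100% = reference inhibitor wells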
MITF act: activators of MITF-driven TRPM1 promoter reporter, primary screen, cell-based, SK-MEL-5, luciferase, single point; SK-MEL-5 TRPM1-promoter luciferase, 24 h; % of positive control, neutral wells = 0; activation, % at 12.5 µM; hit rate 0.75% among 300,000; AID 588334, 2011;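 active means mean activation of at least 80% with every replicate also reaching 80%; inconclusive means mean reaches 80% but some replicate falls short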;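 further: 0% = neutral control wells and 100% = parthenolide positive control wells; values of inactives mirror those of a sister screen read the other way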
Wnt act: Wnt/beta-catenin pathway activators, primary screen, cell-based, plate reader, single point | hit rate 1.2% among 300,000 | activation, % at 9.35 µM | Wnt/beta-catenin reporter cell assay, activator; in the data active means activation above about 30%, passing the limit was not always enough; inconclusive means no clear call, values can overlap the other calls;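 further: 0% = neutral control wells and 100% = positive control wells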
SR-BI HDL uptake: inhibitors of SR-BI mediated HDL lipid uptake, primary screen, ldlA[mSR-BI] cells, fluorescence, single point; hit rate 0.96% among 320,000; Scavenger receptor class B member 1 (Mus musculus), Q61009; inhibition, % at 12.5 µM; ldlA[mSR-BI] CHO cells, DiI-HDL uptake fluorescence, 3 h;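 active means mean replicate inhibition of at least 70% and a set share of replicates each scoring 70 or more; inconclusive means meets just one of the two criteria; inactive means fails both criteria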;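 further: 0% = median of neutral control wells and 100% = median of positive control wells; values of inactives mirror those of a sister screen read the other way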
Target sequence (Q61009 whole entry, looked up): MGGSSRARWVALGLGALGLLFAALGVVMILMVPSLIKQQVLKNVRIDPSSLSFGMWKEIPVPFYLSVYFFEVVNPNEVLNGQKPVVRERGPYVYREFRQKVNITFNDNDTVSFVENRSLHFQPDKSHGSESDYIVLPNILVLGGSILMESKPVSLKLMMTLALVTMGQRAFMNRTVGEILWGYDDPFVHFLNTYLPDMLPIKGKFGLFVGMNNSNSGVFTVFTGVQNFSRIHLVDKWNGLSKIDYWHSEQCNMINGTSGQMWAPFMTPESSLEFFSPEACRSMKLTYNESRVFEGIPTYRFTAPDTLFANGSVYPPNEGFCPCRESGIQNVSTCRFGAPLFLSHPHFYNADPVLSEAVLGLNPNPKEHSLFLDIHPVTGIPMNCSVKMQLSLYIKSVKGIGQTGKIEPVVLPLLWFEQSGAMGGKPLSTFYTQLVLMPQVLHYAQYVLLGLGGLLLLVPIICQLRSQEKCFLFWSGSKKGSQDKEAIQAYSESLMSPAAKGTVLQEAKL
Rtt109 Vps75: inhibitors of C. albicans Rtt109/Vps75 HAT, primary screen, biochemical, ThioGlo CoA-SH fluorescence, plate reader. inhibition, % at 34.9 µM. purified Rtt109/Vps75, 4 h. AID 540336, 2011. hit rate 0.16% among 330,000. Histone acetyltransferase RTT109 (Candida albicans (strain SC5314 / ATCC MYA-2876)), …;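 active means inhibition of at least 50% in every replicate; inconclusive means best replicate reaches 50% inhibition but some replicates fall short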
dFosB act: activators of delta FosB homodimer, primary screen, biochemical, fluorescence polarization, TAMRA-CDK5 oligo, single point. Protein FosB (Mus musculus), P13346. purified delta FosB; percent of positive-control signal above neutral wells. activation, % at 25 µM. hit rate 0.99% among 340,000;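 active means mean activation above about 17%, with every replicate also reaching it, limit read from the data, passing the limit was not always enough; inconclusive means only one of the two conditions met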;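 further: fluorescence polarization rise as delta FosB binds a TAMRA Cdk5 AP-1 oligo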
Target sequence (P13346 whole entry, looked up): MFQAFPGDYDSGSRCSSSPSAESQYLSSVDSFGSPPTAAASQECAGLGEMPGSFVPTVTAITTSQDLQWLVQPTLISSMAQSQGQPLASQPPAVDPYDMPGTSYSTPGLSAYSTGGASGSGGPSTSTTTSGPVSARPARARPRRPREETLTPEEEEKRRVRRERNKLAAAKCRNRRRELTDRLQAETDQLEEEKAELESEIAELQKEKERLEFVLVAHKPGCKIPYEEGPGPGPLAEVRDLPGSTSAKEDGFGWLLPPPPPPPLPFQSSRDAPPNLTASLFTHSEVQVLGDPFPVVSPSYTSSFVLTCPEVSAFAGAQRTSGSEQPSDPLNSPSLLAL
* hit, by the source's call; ? = inconclusive; · = not tested or not shown. Rows were taken by chance; overall some 4.4% were active at least once.

cpd	smiles	CDK5 p35 inh	cardiac RTF act	SR-BI uptake up	HTR5A ag ctr	PvdQ inh
1	Cc1cc(C)nc(OC(C(=O)O)C(OCCc2ccccc2)(c2ccc(F)cc2)c2ccc(F)cc2)n1 (configuration not stated)	-1.7	1	-13	-3	-16
2	COc1ccc(OCC(=O)N(C)Cc2ccccc2)cc1	-1.2	6	9	-3	-4
3	CCOc1ccc(OCCC(=O)N2CCN(S(=O)(=O)c3cccc(F)c3)CC2)cc1	-6.1	2	14	1	-7
4	Cn1cccc1C(=O)NC1CCCCCC1	0.6	1	9	2	5
5	O=C(Cc1ccccc1F)Nc1nc(-c2cccnc2)cs1	-1.4	8	-7	-4	-13
6	Cc1ccc(CSc2nnc(SCC(=O)N/N=C/C=C/c3ccco3)s2)cc1	-0.1	1	6	10	-4
7	CCCC(C)C(=O)Nc1nc(C)c(-c2csc(Nc3ccc(Cl)cc3)n2)s1 (configuration not stated)	1.6	0	-85	2	-17
8	CS(=O)(=O)c1ccc(Cl)c(NC(=O)c2cccc(N3C(=O)CCC3=O)c2)c1	0.4	-7	-15	-3	-2
9	CC(C)NC(=O)NC(=O)COC(=O)c1cc(S(=O)(=O)N2CCCCC2)ccc1N1CCOCC1	-3.6	10	29	-3	-5
10	CCc1nnc(NC(=O)c2ccc(-c3ccc(C(C)=O)cc3)o2)s1	-1.9	0	-26	-6	9
11	CN(O)C(=S)c1ccccc1	-0.4	-1	25	-5	2
12	CCCCc1ccc(NC(=O)NCc2ccccn2)cc1	-0.3	-5	12	8	3

cpd	MITF act	Wnt act	SR-BI HDL uptake	Rtt109 Vps75	dFosB act
1	·	18	13	1	-10
2	-8	·	-9	6	1
3	-5	-3	-14	·	-1
4	96*	17	-9	4	-3
5	-1	·	7	3	39*
6	-9	·	-6	12	-10
7	-6	-16	85*	-16	-2
8	4	2	15	3	-3
9	3	-2	-30	-8	-7
10	1	-3	26	0	-19
11	·	-4	-25	1	4
12	11	3	-12	10	-10

SR-BI HDL uptake: hit marks shown above.
nr | compound | CDK5 p35 inh | cardiac RTF act | SR-BI uptake up | PvdQ inh | MITF act | Wnt act | SR-BI HDL uptake | Rtt109 Vps75 | dFosB act
7 | CCCC(C)C(=O)Nc1nc(C)c(-c2csc(Nc3ccc(Cl)cc3)n2)s1 (configuration not stated) | 1.6 | 0 | -85 | -17 | -6 | -16 | 85* | -16 | -2

(more compounds)
cpd	smiles	CDK5 p35 inh	cardiac RTF act	SR-BI uptake up	HTR5A ag ctr	PvdQ inh
13	Cc1noc(C)c1C(=O)N1CCCC(C(=O)c2cccc(OC(C)C)c2)C1 (configuration not stated)	-1.9	1	9	-1	-4
14	Clc1ccc(-c2cn3c(n2)SCC3)cc1	3.2	-4	-7	3	-1
15	CS(=O)(=O)c1ccc(Cl)c(NC(=O)CCNC(=O)c2ccco2)c1	-1.4	2	13	3	-8
16	O=C(CN1C(=O)CC(c2ccco2)Sc2ccccc21)NCC1CCCO1 (configuration not stated)	0.3	3	24	2	-3
17	COC(=O)c1ccc(C(=O)OC)c(NC(=O)Oc2ccccc2)c1	2.7	8	12	4	-14
18	CCN1CCN(C(c2cccs2)C(C)NC(=S)Nc2cccc(C)c2C)CC1 (configuration not stated)	-1.4	0	·	-4	-4
19	CC(C)(C)OC(=O)CNC(=O)c1nc[nH]c1C(=O)NCc1ccc(CNC(=O)OC(C)(C)C)cc1	-0.3	-10	-12	14	5
20	COc1ccc(S(=O)(=O)N2c3ccccc3NC(=O)CC2C)cc1 (configuration not stated)	0.2	-5	16	-1	-3
21	S=c1[nH]nc(-c2cccnc2)n1/N=C/c1ccco1	-0.9	3	13	-2	-6
22	CCCCC(=O)NC1=NC(=O)C(C)(C)S1	-0.4	-6	12	10	-12
23	O=C(N/N=C/c1cccnc1)C(=O)N1CCCCCC1	-2.6	-4	4	3	1
24	C=CCn1c(Cc2csc(N)n2)nnc1SCc1ccc(C(=O)OC)cc1	0.0	-4	-3	-2	-15

cpd	MITF act	Wnt act	SR-BI HDL uptake	Rtt109 Vps75	dFosB act
13	-1	-4	-9	-1	-3
14	80	47*	7	-2	-3
15	4	0	-13	-8	1
16	7	·	-24	3	-1
17	-3	4	-12	-10	-19
18	-11	-1	·	-1	-10
19	-7	2	12	-1	1
20	13	0	-16	-1	2
21	0	3	-13	-2	-3
22	-2	1	-12	1	4
23	·	2	-4	24	0
24	2	-4	3	-6	-7

A draw from above in order of molar mass, low to high:
cpd	smiles	CDK5 p35 inh	cardiac RTF act	SR-BI uptake up	HTR5A ag ctr	PvdQ inh
22	CCCCC(=O)NC1=NC(=O)C(C)(C)S1	-0.4	-6	12	10	-12
23	O=C(N/N=C/c1cccnc1)C(=O)N1CCCCCC1	-2.6	-4	4	3	1
20	COc1ccc(S(=O)(=O)N2c3ccccc3NC(=O)CC2C)cc1 (configuration not stated)	0.2	-5	16	-1	-3

cpd	MITF act	Wnt act	SR-BI HDL uptake	Rtt109 Vps75	dFosB act
22	-2	1	-12	1	4
23	·	2	-4	24	0
20	13	0	-16	-1	2

(next part)
cpd	smiles	CDK5 p35 inh	cardiac RTF act	SR-BI uptake up	HTR5A ag ctr	PvdQ inh
25	O=C(COC(=O)/C=C/c1ccccc1)NCc1ccc2c(c1)OCO2	1.4	-3	6	-3	11
26	CC(=O)c1c(O)cc(=O)n(-c2ccccc2)c1-c1ccc(Cl)cc1	1.7	2	8	-1	2
27	Cc1ccc(NC(=O)COC(=O)COc2ccc(Cl)cc2)c([N+](=O)[O-])c1	-0.7	1	18	3	-6
28	CC1CCN(c2nc(-c3ccccc3O)nc3ccccc23)CC1	-0.1	-1	-40	-1	-1
29	O=C(NC(Cc1ccccc1)C(=O)O)/C(=C\c1ccccc1)NC(=O)c1ccco1 (configuration not stated)	1.2	-3	·	3	-14
30	O=C(Cc1ccsc1)NNC(=O)c1cccc(Cl)c1	-0.2	-3	5	2	8
31	CCOC(=O)N1CCC(N2CCN(Cc3ccccc3)C(CCO)C2)CC1 (configuration not stated)	-0.7	9	3	1	-9
32	O=C(CN1CC(=O)Nc2ccccc21)Nc1ccc(F)c(F)c1	-1.8	4	-2	1	-11
33	CC(C)(C)OC(=O)C[C@H]1C/C=C\C[C@H](CC(=O)NCCO)C(=O)N[C@@H](c2ccccc2)COC1=O	-0.1	-2	-1	-4	3
34	CN=c1scc(C)n1/N=C/c1cc(Br)c(O)c(OC)c1	0.4	-4	-5	-3	-3
35	CCC(=O)Nc1ccc(C(=O)OCC(=O)c2cccs2)cc1	-2.0	-7	·	-1	-5
36	CCOC(=O)CNC(=O)CSc1nc(-c2ccc(C)cc2)ns1	-0.2	-1	23	1	21

cpd	MITF act	Wnt act	SR-BI HDL uptake	Rtt109 Vps75	dFosB act
25	·	2	-6	12	8
26	5	0	-8	12	-9
27	-1	-2	-18	-6	3
28	·	-4	40	·	-3
29	·	1	·	-20	8
30	-5	3	-5	16	-3
31	4	-8	-3	7	-4
32	1	-1	2	0	-8
33	12	3	1	-13	-5
34	0	5	5	-1	-10
35	15	2	·	1	3
36	8	2	-23	4	-11

cpd	smiles	CDK5 p35 inh	cardiac RTF act	SR-BI uptake up	HTR5A ag ctr	PvdQ inh
37	Cc1ccccc1N(Cc1cc(=O)[nH]c2ccccc12)C(=O)CCl	2.0	-3	-1	1	-7
38	CC(C)n1cc(CN2CCN(C)C(CCO)C2)c2ccccc21 (configuration not stated)	-1.2	-7	-3	-1	-2
39	Nc1nc(SCc2ccc([N+](=O)[O-])cc2)c2ncn(C3OC(CO)C(O)C3O)c2n1 (configuration not stated)	-0.7	-4	15	-4	8
40	CN(CCC1CCOCC1)C(=O)CC1C(=O)NCCN1Cc1ccccc1F (configuration not stated)	-0.1	3	29	-2	1
41	COc1ccc(/C=C(\NC(=O)c2ccccc2)C(=O)N/N=C/c2cccnc2)cc1	0.2	-1	-36	-3	-16
42	O=C(NNC(=S)NC1CCCCC1)c1ccc2c(c1)OCO2	-1.5	4	15	2	-17
43	Cc1cc(=O)c2c(C)ccc(C)c2[nH]1	2.9	-5	22	3	-10
44	Cc1ccc(-n2c(C)cc(C(=O)CSc3nnc4ccccn34)c2C)cc1	0.2	1	-4	1	-4
45	C[C@H](NC(=O)c1ccco1)C(=O)Nc1cc(S(=O)(=O)N2CCCC2)ccc1OCC(F)(F)F	-1.5	12	13	-7	-6
46	O=C(NC(=S)Nc1ccccn1)c1cc(-c2ccccc2)nc2ccccc12	-0.2	1	-60	4	7
47	N#CCSCC(=O)Nc1ccc(Cl)cc1	-2.1	4	8	-2	-28
48	COc1ccc(NC(=O)CSc2nnc(-c3ccccn3)n2-c2ccccc2)cc1OC	1.4	-3	-2	-4	-11

cpd	MITF act	Wnt act	SR-BI HDL uptake	Rtt109 Vps75	dFosB act
37	-51	-2	1	0	-4
38	-8	3	3	-2	-2
39	8	-3	-15	13	-6
40	6	2	-29	-6	-10
41	3	1	36	-3	-5
42	17	7	-15	-4	3
43	-4	4	-22	7	2
44	16	?	4	8	-7
45	9	-3	-13	-12	-9
46	-7	·	60	-2	-2
47	1	·	-8	2	5
48	-6	·	2	7	-10

cpd	smiles	CDK5 p35 inh	cardiac RTF act	SR-BI uptake up	HTR5A ag ctr	PvdQ inh
49	CCC1CCCCN1CCCNC(=O)CCC(=O)N1CC(C)Oc2ccccc21 (configuration not stated)	-0.3	5	-31	-2	9
50	C/C=C/C(=O)Nc1nnc(C2CCCCC2)s1	0.0	2	-15	0	-14
51	COc1ccc(C(=O)COC(=O)c2sc(C)nc2C)cc1Cl	-2.8	6	-43	6	-7
52	CC1(c2ccc(Cl)cc2)NC(=O)N(CC(=O)NCc2ccc(F)cc2)C1=O (configuration not stated)	-1.0	-2	-9	8	2

cpd	MITF act	Wnt act	SR-BI HDL uptake	Rtt109 Vps75	dFosB act
49	·	10	31	3	1
50	12	2	15	-17	-6
51	2	-2	43	0	-27
52	-11	-2	9	-8	-3
